Screening results from PubChem BioAssay.
HTRA1 inh: HTRA1 serine protease inhibitors, primary screen, biochemical, fluorescence polarization, HTS; recombinant HTRA1, FP-rhodamine activity-based probe; inhibition, % at 5.96 µM; hit rate 0.5% among 340,000; AID 504803, 2011; in the data active = inhibition above about 36%;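 note: 0% = enzyme with DMSO and 100% = wells lacking enzyme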
NPR1 activator: GC-A stimulated cGMP production enhancers – HEK293 GC-A cells, cGMP TR-FRET, EC30 ANP, primary screen; Atrial natriuretic peptide receptor 1 (Homo sapiens), P16066; 0% at EC30 ANP, 100% saturating ANP; activation, % at 10 µM; hit rate 0.14% among 370,000; in the data active = activation above about 40%
Target sequence (P16066 whole entry, looked up): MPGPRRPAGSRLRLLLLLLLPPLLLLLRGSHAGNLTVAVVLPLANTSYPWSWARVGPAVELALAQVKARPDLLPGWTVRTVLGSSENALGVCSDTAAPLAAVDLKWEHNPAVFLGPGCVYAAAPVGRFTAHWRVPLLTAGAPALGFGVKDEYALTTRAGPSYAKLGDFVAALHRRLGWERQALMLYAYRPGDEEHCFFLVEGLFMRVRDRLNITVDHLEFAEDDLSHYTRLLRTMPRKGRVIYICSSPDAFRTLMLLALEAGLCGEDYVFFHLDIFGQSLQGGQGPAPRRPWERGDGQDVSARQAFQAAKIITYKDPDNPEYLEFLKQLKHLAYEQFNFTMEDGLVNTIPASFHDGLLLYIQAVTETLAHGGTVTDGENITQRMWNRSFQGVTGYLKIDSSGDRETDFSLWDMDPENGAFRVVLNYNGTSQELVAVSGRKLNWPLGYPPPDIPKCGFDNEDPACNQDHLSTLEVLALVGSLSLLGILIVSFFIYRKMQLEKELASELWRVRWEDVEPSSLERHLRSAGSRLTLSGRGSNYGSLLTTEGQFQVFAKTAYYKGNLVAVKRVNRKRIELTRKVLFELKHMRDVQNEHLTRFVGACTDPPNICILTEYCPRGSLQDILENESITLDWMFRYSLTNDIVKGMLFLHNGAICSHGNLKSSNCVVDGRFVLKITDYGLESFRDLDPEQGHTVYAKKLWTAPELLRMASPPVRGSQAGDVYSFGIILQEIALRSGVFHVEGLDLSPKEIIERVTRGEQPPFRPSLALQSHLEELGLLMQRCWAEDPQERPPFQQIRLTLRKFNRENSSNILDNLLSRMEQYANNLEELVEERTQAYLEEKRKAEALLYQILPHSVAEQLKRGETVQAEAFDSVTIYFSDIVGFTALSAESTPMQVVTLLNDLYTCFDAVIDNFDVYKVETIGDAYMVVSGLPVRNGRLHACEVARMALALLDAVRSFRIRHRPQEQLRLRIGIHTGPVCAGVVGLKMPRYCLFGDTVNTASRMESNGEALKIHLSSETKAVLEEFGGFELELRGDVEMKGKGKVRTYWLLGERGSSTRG
ARFGAP1 inhibitor: inhibitors of rat ARFGAP1 GAP activity, primary screen, biochemical, fluorescence polarization, GDP tracer; Arfgap1-stimulated ARF1 GTP hydrolysis, GDP FP detection; inhibition, % at 16.5 µM; hit rate 0.26% among 360,000; ADP-ribosylation factor GTPase-activating protein 1 (Rattus norvegicus), Q62848;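 active = inhibition above a per-plate limit, mean inhibition of low control wells plus 3 SD, cut at about 25% in these data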;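 note: 0% = DMSO wells with enzyme and 100% = wells lacking Arfgap1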
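Replicates: Single well per compound | Assay system: Truncated rat Arfgap1 GAP domain | Control set: No-Arfgap1 wells (100%) versus DMSO full-reaction wells (0%) | Times: Enzyme reaction 120 min at 25 °C after 20 min preincubation | Reagent: Human ARF1(Δ1-17)-GTP substrate | Measured by: Tracer-displacement fluorescence polarization with EDTA stop, 620/688 nm | Measure: Percent inhibition of Arfgap1-stimulated GTP hydrolysis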
Rev-erbA mod: modulators of Rev-erb alpha DNA binding, primary screen, biochemical, FITC-DNA, fluorescence polarization, uHTS; hit rate 0.79% among 370,000; Nuclear receptor subfamily 1 group D member 1 (Homo sapiens), P20393; Rev-erbα–FITC-DNA binding, 90 min; activity, % at 10 µM;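 active = activity above about 14%, limit read from the data; passing the limit was not always enough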;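 note: 0% = DMSO wells with 35 nM protein and 100% = DMSO wells with 750 nM protein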
SMARCA2 activ: SMARCA2 (BRM) function activators, primary screen, cell-based, luminescence, high throughput. MG213 cells, MMTV-luciferase reporter, dexamethasone, overnight. hit rate 1% among 370,000. activation, % at 9.1 µM; in the data active = activation above about 7.8%;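 note: 0% = vehicle wells and 100% = reference activator wells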
ABHD4 inh: ABHD4 inhibitors, primary screen, biochemical, fluorescence polarization, mouse | hit rate 0.54% among 370,000 | inhibition, % at 8.92 µM | AID 720543, 2013 | purified mABHD4, FP-Rh probe fluorescence polarization | (Lyso)-N-acylphosphatidylethanolamine lipase (Mus musculus), Q8VD66;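 active = inhibition exceeding the mean over every tested compound plus 3 SD, cut at about 30% in these data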;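 note: 0% = plate median of compound wells and 100% = S159A mutant with DMSO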
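assay system = mABHD4 protein | compound dosing = single nominal dose of 8.92 µM, 0.89% DMSO final | read-out basis = percent inhibition of probe binding, normalized to plate controls | schedule = Enzyme–compound pre-incubation 45 min, then probe 60 min, both 25 °C | detection = fluorescence polarization, excitation 525 nm, emission 598 nm, BODIPY TMR filters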
PG9 binder: binders of HIV-1 gp120 antibody PG9, primary screen, biochemical, TR-FRET; TR-FRET gp120-PG9 antibody binding; hit rate 0.43% among 360,000; inhibition, % at 6.7 µM; HIV-1 gp120 / PG9 antibody interaction; in the data active = inhibition above about 8.5%
ASAP1 inh: inhibitors of human ASAP1 ArfGAP activity, primary screen, biochemical, fluorescence polarization. Arf-GAP with SH3 domain, ANK repeat and PH domain-containing protein 1 (Homo sapiens), …. ASAP1-stimulated ARF1 GTP hydrolysis, GDP FP detection. inhibition, % at 16.5 µM. hit rate 0.19% among 360,000; in the data active = inhibition above about 25%;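 note: 0% = vehicle with enzyme and substrate and 100% = no enzyme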
rCAG binder: binders of r(CAG) RNA repeats, primary screen, biochemical, fluorescence; r(CAG) RNA repeat, TO-PRO-1 dye displacement fluorescence; inhibition, % at 3 µM; hit rate 1.3% among 370,000; AID 651821, 2012;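 active = inhibition above the plate cutoff, the mean of all test compounds on that plate plus 3 SD, cut at about 35% in these data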;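 note: 0% = DMSO alone and 100% = 100 µM mitoxantrone as full dye displacement; higher means more dye released from RNA so lower well fluorescence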
GC-B act: human GC-B receptor activators, primary screen, HEK293 GC-B cells, cGMP TR-FRET, EC30 CNP. Atrial natriuretic peptide receptor 2 (Homo sapiens), P20594. 0% at EC30 CNP, 100% saturating CNP. activation, % at 10 µM. hit rate 0.11% among 370,000. AID 1920062, 2024;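 active = activation at 10 µM reaching about 35% in either raw or pattern-adjusted values, limit read from the data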
* = called active by the depositor.

How did O=C(Nc1ccc(F)cc1)C1CCCN(S(=O)(=O)c2cccc3nonc23)C1 (centres undefined) do in these assays?
HTRA1 inh: -3.9; NPR1 activator: 0.0; ARFGAP1 inhibitor: -6.4; Rev-erbA mod: 1.5; SMARCA2 activ: -1.0; ABHD4 inh: 0.3; PG9 binder: 1.1; ASAP1 inh: -10.3; rCAG binder: 0.1; GC-B act: 0.8

How did O=C(c1ccc(Cl)cc1)N1CCN(c2ccc(F)cc2)CC1 do in these assays?
HTRA1 inh: -5.5; NPR1 activator: 4.0; ARFGAP1 inhibitor: 15.4; Rev-erbA mod: 3.1; SMARCA2 activ: 0.4; ABHD4 inh: 3.4; PG9 binder: 0.3; ASAP1 inh: 1.2; rCAG binder: -1.0; GC-B act: -0.8

How did CCOC(=O)C1=Nc2cccc3c(O)ccc1c23 do in these assays?
NPR1 activator: 1.5; ARFGAP1 inhibitor: 1.6; Rev-erbA mod: 9.1; SMARCA2 activ: -1.8; ABHD4 inh: 28.6; PG9 binder: -14.7; ASAP1 inh: 3.7; rCAG binder: -73.3; GC-B act: 2.3

How did COc1ccc(Cn2c(=S)[nH]c3ccccc32)cc1 do in these assays?
HTRA1 inh: 0.2; NPR1 activator: 2.6; ARFGAP1 inhibitor: 9.3; Rev-erbA mod: -3.6; SMARCA2 activ: -1.5; ABHD4 inh: -4.6; PG9 binder: 1.2; ASAP1 inh: -10.2; rCAG binder: -0.5; GC-B act: 0.6

How did O=C(Nc1ccc2c(c1)OCCO2)c1[nH]c(C(F)(F)F)nc1-c1ccccc1 do in these assays?
NPR1 activator: 3.6; ARFGAP1 inhibitor: 7.1; Rev-erbA mod: -2.1; SMARCA2 activ: -7.7; ABHD4 inh: 8.9; PG9 binder: -0.5; ASAP1 inh: 8.3; rCAG binder: 8.6; GC-B act: 1.4

How did CCOC(=O)C(=O)NCC1CCCN1S(=O)(=O)c1cccs1 (centres undefined) do in these assays?
HTRA1 inh: 11.2; NPR1 activator: -1.2; ARFGAP1 inhibitor: 12.9; Rev-erbA mod: -2.1; SMARCA2 activ: 2.5; ABHD4 inh: 11.0; PG9 binder: -0.3; ASAP1 inh: -7.5; rCAG binder: 7.4; GC-B act: 6.8

Results for Cc1cc(=O)c(C(=O)O)nn1-c1ccc(Cl)cc1 ?
HTRA1 inh: 9.8; NPR1 activator: 3.8; ARFGAP1 inhibitor: 6.3; Rev-erbA mod: -2.2; SMARCA2 activ: -0.6; ABHD4 inh: 5.2; PG9 binder: -0.9; ASAP1 inh: 4.7; rCAG binder: 2.0; GC-B act: 7.8

How did Cc1cc(=O)oc2cc(OCc3ccc(C(=O)N4CCN(c5ccccc5)CC4)cc3)ccc12 do in these assays?
HTRA1 inh: -38.0; NPR1 activator: -4.9; ARFGAP1 inhibitor: 12.7; Rev-erbA mod: 1.5; SMARCA2 activ: -1.5; ABHD4 inh: -3.9; PG9 binder: -1.1; ASAP1 inh: -5.4; rCAG binder: 4.2; GC-B act: 1.6

Results for Cc1occc1C(=O)NNC(=S)NC(=O)COc1ccc(Cl)cc1Cl ?
HTRA1 inh: 1.8; NPR1 activator: 2.6; ARFGAP1 inhibitor: 7.0; Rev-erbA mod: -1.6; SMARCA2 activ: 0.6; ABHD4 inh: 2.8; PG9 binder: 0.2; ASAP1 inh: 4.0; rCAG binder: 0.3; GC-B act: 3.9

What do the screens show for `CS(=O)(=O)N(CC(=O)N1CCCCCC1)c1ccc2c(c1)OCCO2`?
HTRA1 inh: 3.6; ARFGAP1 inhibitor: -2.9; SMARCA2 activ: 8.0*; ABHD4 inh: -3.6; PG9 binder: -2.3; ASAP1 inh: -2.1; rCAG binder: -1.4

What do the screens show for `O=C(Nc1cccnc1)c1cccc(-c2cc3ccccc3oc2=O)c1`?
HTRA1 inh: -1.3; NPR1 activator: -0.4; ARFGAP1 inhibitor: -7.1; Rev-erbA mod: 0.1; SMARCA2 activ: 2.9; ABHD4 inh: -0.9; PG9 binder: 3.5; ASAP1 inh: -0.8; rCAG binder: -1.4; GC-B act: -3.4

How did CN(C)C(=O)Nc1ccc(Cl)c(Cl)c1 do in these assays?
NPR1 activator: -1.3; ARFGAP1 inhibitor: 7.0; Rev-erbA mod: -3.5; SMARCA2 activ: -1.8; ABHD4 inh: 0.6; PG9 binder: 1.0; ASAP1 inh: -6.3; rCAG binder: 3.0; GC-B act: -2.3

Results for Nc1ccc(Nc2ccc([N+](=O)[O-])cc2[N+](=O)[O-])cc1 ?
HTRA1 inh: 5.2; NPR1 activator: 3.6; ARFGAP1 inhibitor: 0.9; Rev-erbA mod: 9.6; SMARCA2 activ: 0.0; ABHD4 inh: 4.4; PG9 binder: -3.8; ASAP1 inh: -2.9; rCAG binder: 2.3; GC-B act: 4.2

How did Cc1ccc(NC(=S)N(Cc2ccco2)C2CCN(C(C)C)CC2)cc1 do in these assays?
HTRA1 inh: -5.1; NPR1 activator: 3.5; ARFGAP1 inhibitor: 1.6; Rev-erbA mod: -0.8; SMARCA2 activ: -3.8; ABHD4 inh: -3.9; PG9 binder: 0.6; ASAP1 inh: 5.9; rCAG binder: 37.1*; GC-B act: 7.3

What do the screens show for `Fc1ccc(CSc2nnc3ccccn23)c(Cl)c1`?
HTRA1 inh: -1.2; NPR1 activator: 1.4; ARFGAP1 inhibitor: 0.7; Rev-erbA mod: -1.1; SMARCA2 activ: 4.5; ABHD4 inh: 5.7; PG9 binder: 0.6; ASAP1 inh: -10.4; rCAG binder: -2.4; GC-B act: -2.0

What do the screens show for `O=C(CCCOc1ccc(Cl)cc1Cl)NCCCn1ccnc1`?
HTRA1 inh: 5.0; NPR1 activator: 13.8; ARFGAP1 inhibitor: 6.8; Rev-erbA mod: 2.9; SMARCA2 activ: 0.2; ABHD4 inh: 5.7; PG9 binder: -2.1; ASAP1 inh: 0.8; rCAG binder: -3.6; GC-B act: 3.1

How did CC1CCCCC1NC(=O)COC(=O)c1ccc([N+](=O)[O-])o1 (centres undefined) do in these assays?
HTRA1 inh: 4.1; NPR1 activator: 0.8; ARFGAP1 inhibitor: -11.5; Rev-erbA mod: -2.5; SMARCA2 activ: -0.6; ABHD4 inh: 2.8; PG9 binder: -3.8; ASAP1 inh: 4.9; rCAG binder: -0.4; GC-B act: -3.4

Results for Cn1c(=O)[nH]c(=O)c2c1nc(N/N=C/c1ccncc1)n2Cc1ccc(Cl)cc1 ?
NPR1 activator: 6.4; ARFGAP1 inhibitor: -5.0; Rev-erbA mod: -15.6; SMARCA2 activ: 3.2; ABHD4 inh: -1.2; PG9 binder: -1.1; ASAP1 inh: 9.4; rCAG binder: 5.2; GC-B act: 7.3

How did Cc1ccc(NS(=O)(=O)c2c(C)[nH]c(=O)[nH]c2=O)cc1F do in these assays?
HTRA1 inh: -5.2; NPR1 activator: 3.3; ARFGAP1 inhibitor: 7.2; Rev-erbA mod: -0.2; SMARCA2 activ: -4.4; ABHD4 inh: -3.9; PG9 binder: 0.6; ASAP1 inh: -0.9; rCAG binder: 4.2; GC-B act: 5.6

Results for CCN1CCN(C(=O)C(C)N(c2ccc(C)cc2)S(C)(=O)=O)CC1 (centres undefined) ?
HTRA1 inh: 7.9; NPR1 activator: 3.2; ARFGAP1 inhibitor: 8.3; Rev-erbA mod: -1.6; SMARCA2 activ: 0.4; ABHD4 inh: -4.8; PG9 binder: 0.5; ASAP1 inh: 9.0; rCAG binder: -3.9; GC-B act: 2.0

Results for CC(=O)Nc1cncc(-c2cnn(CC(C)C)c2)n1 ?
NPR1 activator: 0.8; ARFGAP1 inhibitor: -10.1; Rev-erbA mod: -7.4; SMARCA2 activ: 0.9; ABHD4 inh: 3.0; PG9 binder: 1.3; ASAP1 inh: -14.0; rCAG binder: 1.9; GC-B act: -1.8

How did Cc1[nH]nc2c1C(=O)CC(C)(C)C2 do in these assays?
HTRA1 inh: 1.6; NPR1 activator: 1.1; ARFGAP1 inhibitor: 2.8; Rev-erbA mod: -2.0; SMARCA2 activ: -1.1; ABHD4 inh: -0.1; PG9 binder: 2.1; ASAP1 inh: 0.9; rCAG binder: -1.7; GC-B act: -2.9

What do the screens show for `CCn1c2ccccc2c2cc(/C=N/n3c(C)nnc3C)ccc21`?
HTRA1 inh: -17.6; NPR1 activator: -6.4; ARFGAP1 inhibitor: -4.2; Rev-erbA mod: -1.4; SMARCA2 activ: -1.9; ABHD4 inh: -6.0; PG9 binder: -1.1; ASAP1 inh: 1.3; rCAG binder: -6.4; GC-B act: 0.1

What do the screens show for `O=C(Nc1ccccc1)N(CCc1ccncc1)C1CCCCC1`?
HTRA1 inh: 4.2; NPR1 activator: -14.5; ARFGAP1 inhibitor: 0.6; Rev-erbA mod: 3.6; SMARCA2 activ: -6.4; ABHD4 inh: -3.2; PG9 binder: 1.3; ASAP1 inh: 9.9; rCAG binder: -1.7; GC-B act: -3.0

How did COc1cccc(C(=O)NCc2ccccc2OC)c1 do in these assays?
HTRA1 inh: -16.0; NPR1 activator: 0.1; ARFGAP1 inhibitor: -4.8; Rev-erbA mod: 1.1; SMARCA2 activ: -0.4; ABHD4 inh: 5.6; PG9 binder: -1.4; ASAP1 inh: -8.0; rCAG binder: 3.4; GC-B act: -2.3

What do the screens show for `COc1cc(/C=N/NC(=O)CCC(=O)NCc2ccccc2)cc(OC)c1OC`?
HTRA1 inh: 4.3; NPR1 activator: 0.2; ARFGAP1 inhibitor: 3.7; Rev-erbA mod: 4.8; SMARCA2 activ: -1.3; ABHD4 inh: 2.8; PG9 binder: -1.5; ASAP1 inh: -4.9; rCAG binder: -7.1; GC-B act: 4.8

How did COc1ccccc1CNC(=O)N1CCN(S(=O)(=O)c2ccc(Cl)cc2)CC1 do in these assays?
HTRA1 inh: -0.8; NPR1 activator: -3.9; ARFGAP1 inhibitor: 7.6; Rev-erbA mod: -4.1; SMARCA2 activ: 1.1; ABHD4 inh: 1.9; PG9 binder: -0.8; ASAP1 inh: 13.2; rCAG binder: -5.8; GC-B act: 1.9

How did Cn1cccc1CNC(=S)Nc1ccccc1F do in these assays?
HTRA1 inh: 2.6; NPR1 activator: 2.1; ARFGAP1 inhibitor: -1.8; Rev-erbA mod: 3.2; SMARCA2 activ: -4.3; ABHD4 inh: -5.8; PG9 binder: -0.2; ASAP1 inh: -1.5; rCAG binder: 2.3; GC-B act: 3.8
